Lmaj promast: Leishmania major promastigote growth inhibition | Leishmania major promastigotes, resazurin fluorescence viability | inhibition, % at 10 µM | hit rate 9% among 200,000 | AID 1063; in the data active means inhibition above about 50%;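 further: promastigotes grown with compound for 44 hours at 28 °C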
DTT redox prof: compounds producing H2O2 with reducing agent – biochemical, NIH compound library profiling, artefact control for MLSCN library redox annotation, primary screen | DTT-dependent redox cycling H2O2, phenol red/HRP absorbance; 100% = 100 µM peroxide control, 0% = buffer | activation, % at 10 µM | hit rate 0.03% among 200,000;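 active means activation of at least 50% relative to the plate's high and low controls in the primary single-dose screen; inactive means activation below 50%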;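 further: compound incubated with DTT at 0.8 mM final as the reducing agent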
Hsp70 act: switches on Hsp70 transcription | activation, % at 10 µM | hit rate 0.04% among 200,000 | HeLa Hsp70 promoter luciferase reporter, luminescence; scaled: vehicle 0, proteasome-inhibitor control 100%;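 active means activation above the mean across all tested compounds plus 3 SD, cutoff set per campaign, cut at about 5.5% in these data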;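 further: 100% = MG132 at 30 µM as the positive control and 0% = DMSO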
The depositor's hits bear a star. Some of the compounds tested, so the mix of outcomes need not match the whole.

SMILES | Lmaj promast | DTT redox prof | Hsp70 act
Cc1ccccc1-c1nnc(SCC(=O)Nc2c(C)n(C)n(-c3ccccc3)c2=O)o1 | 6 | 3.0 | -0.4
COC(=O)c1ccc(N2C(=O)CC(N3CCN(c4ccccc4)CC3)C2=O)cc1 (stereo unspecified) | 0 | 4.1 | 0.3
O=C(CN(CC(=O)N1CCOCC1)S(=O)(=O)c1ccc(Br)s1)N1CCOCC1 | -4 | -0.3 | -0.3
O=C(Nc1ccc(NC(=S)NC(=O)C(c2ccccc2)c2ccccc2)cc1)c1ccccc1 | 98* | -3.4 | -0.4
O=C1CC(=C2c3ccccc3-c3ccccc32)C(=O)N1CCN1CCN(c2cccc(Cl)c2)CC1 | 15 | 3.1 | -0.3
CCOC(=O)C1=C(O)/C(=C/c2ccc(C)o2)SC1=NC(=O)c1ccccc1C | 12 | 1.2 | 0.1
CCOC(=O)c1[nH]c2ccccc2c1N=CN(C)C | 4 | 0.9 | -0.4
CCN(CC)S(=O)(=O)c1ccc(OC)c(NC(=O)c2cccc([N+](=O)[O-])c2C)c1 | -2 | 0.6 | -0.2
Cc1cc(C)c2nc(SCC(=O)Nc3ccccc3N3CCOCC3)c(C#N)cc2c1 | -5 | 0.4 | -0.1
CCC(c1nnnn1C(C)(C)C)N(Cc1cccs1)Cc1cc2cc(C)c(C)cc2n2nnnc12 (stereo unspecified) | 78* | 0.0 | 0.2
COc1ccc(C(=O)/C=C/NCc2ccc(C)cc2)cc1 | -7 | 1.1 | -0.2

Quoted from the entries so far for reference:
SMILES | Lmaj promast | DTT redox prof | Hsp70 act
CCC(c1nnnn1C(C)(C)C)N(Cc1cccs1)Cc1cc2cc(C)c(C)cc2n2nnnc12 (stereo unspecified) | 78* | 0.0 | 0.2
COc1ccc(C(=O)/C=C/NCc2ccc(C)cc2)cc1 | -7 | 1.1 | -0.2

Part of the list above, reformatted:
Order of results: Lmaj promast | DTT redox prof | Hsp70 act
- CCOC(=O)c1[nH]c2ccccc2c1N=CN(C)C
  4 | 0.9 | -0.4
- O=C1CC(=C2c3ccccc3-c3ccccc32)C(=O)N1CCN1CCN(c2cccc(Cl)c2)CC1
  15 | 3.1 | -0.3

Look-ups from the results shown.
CCOC(=O)c1[nH]c2ccccc2c1N=CN(C)C – Lmaj promast: 4
O=C(CN(CC(=O)N1CCOCC1)S(=O)(=O)c1ccc(Br)s1)N1CCOCC1 – Hsp70 act: -0.3
COC(=O)c1ccc(N2C(=O)CC(N3CCN(c4ccccc4)CC3)C2=O)cc1 (stereo unspecified) – DTT redox prof: 4.1
CCC(c1nnnn1C(C)(C)C)N(Cc1cccs1)Cc1cc2cc(C)c(C)cc2n2nnnc12 (stereo unspecified) – Lmaj promast: 78*

Screens as filed in PubChem.
